# Bioassay records from PubChem.
# KAT2A inh = blocks human GCN5L2 histone acetyltransferase; GCN5L2 HAT assay, ThioGlo1 CoA-SH fluorescence; Potency, µM (top dose mostly 58.9 µM), without a hit: top-dose activity change, negative = inhibition, hits mostly inhibitors; 390,000 compounds, 0.21% hits; AID 504327
# Target sequence (Q92830 whole entry, looked up): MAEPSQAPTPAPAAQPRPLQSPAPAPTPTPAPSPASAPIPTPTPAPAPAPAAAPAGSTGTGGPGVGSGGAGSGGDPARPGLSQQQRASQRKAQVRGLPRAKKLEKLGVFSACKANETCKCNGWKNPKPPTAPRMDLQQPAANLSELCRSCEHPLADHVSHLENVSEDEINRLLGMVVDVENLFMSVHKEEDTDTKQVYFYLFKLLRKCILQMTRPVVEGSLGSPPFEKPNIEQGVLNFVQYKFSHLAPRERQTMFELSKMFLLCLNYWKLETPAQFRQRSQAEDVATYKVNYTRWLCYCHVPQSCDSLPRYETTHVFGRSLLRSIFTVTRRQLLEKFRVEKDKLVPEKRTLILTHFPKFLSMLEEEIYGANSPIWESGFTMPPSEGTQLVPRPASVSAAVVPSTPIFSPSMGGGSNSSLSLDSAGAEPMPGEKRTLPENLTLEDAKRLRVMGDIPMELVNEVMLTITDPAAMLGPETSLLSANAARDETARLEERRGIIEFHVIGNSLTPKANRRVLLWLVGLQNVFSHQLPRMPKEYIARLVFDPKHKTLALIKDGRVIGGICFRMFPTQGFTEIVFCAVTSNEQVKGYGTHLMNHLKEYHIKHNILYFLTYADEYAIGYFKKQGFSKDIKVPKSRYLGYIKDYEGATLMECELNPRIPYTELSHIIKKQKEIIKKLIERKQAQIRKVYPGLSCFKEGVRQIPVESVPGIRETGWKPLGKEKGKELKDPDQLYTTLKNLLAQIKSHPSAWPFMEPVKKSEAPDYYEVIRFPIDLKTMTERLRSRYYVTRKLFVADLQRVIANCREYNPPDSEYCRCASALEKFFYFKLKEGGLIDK
#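 qHTS, 1536-well. 20nM enzyme, pH 7.5 HEPES/EDTA/Tween-20 buffer; 15 min compound preinc., RT. Start: 75uM H3(1-25), 70uM AcCoA, 50uM ThioGlo1. Read Ex340/Em540 at t=0 (autofluorescence flag) and t=20 min.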
# DT40 TDP1 CPT = DT40-hTDP1 cell growth loss with CPT; 420,000 compounds, 12% hits; AID 686979; chicken DT40 Tdp1-/-;hTDP1 cells + 20 nM CPT, ATP luminescence, 48 h; Potency, µM (top dose mostly 46.2 µM), without a hit: at the top dose activity change, negative = growth inhibition, usual class: inhibitors; further: nearly all actives have a fitted effect of over 55% in size
#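 Chicken DT40 Tdp1-/- cells stably complemented with human TDP1 were seeded at 400 cells/well in medium containing 20 nM camptothecin, exposed to pin-transferred compounds, and grown at 37 °C for at least 48 hr. Viability was read as ATP luminescence.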
# DT40 TDP1 no CPT = qHTS for Inhibitors of human tyrosyl-DNA phosphodiesterase 1 (TDP1): qHTS in cells in absence of CPT; 420,000 compounds, 15% hits; DT40 Tdp1-/- hTDP1 cells, no CPT, ATP luminescence, 48 h; Potency, µM (top dose mostly 46.2 µM), without a hit: top-dose activity change, negative = growth inhibition, most hits filed as inhibitors; further: nearly all actives have a fitted effect of over 55% in size
#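 Compound effects on proliferation are scored in DT40 Tdp1-/-;hTDP1 cells in the absence of CPT. ATP levels (CellTiter-Glo luminescence) are recorded after a ≥48 hr, 37 °C incubation.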
# Numbers without * were called inactive; u = inconclusive; x = not tested or not shown. The call rests on the fitted dose curve; in most records, active means well fitted curve in the direction sought with a large enough effect; inconclusive means small, poorly fitted or top-dose-only effect, or another doubt; inactive means no such curve, though single readings can be large; an effect the other way counts as inactive or inconclusive. On the % scale 0 is the no-effect control and ±100 the full control effect; potency means the concentration at half of the fitted maximal effect.
SMILES,KAT2A inh,DT40 TDP1 CPT,DT40 TDP1 no CPT
CCOC(=O)c1cc(-c2ccc(OC)cc2)n(CCC(=O)NC2CCCCC2)c1C,-1%,21µM*,16µM*
Cn1c(CNC(=O)CSc2n[nH]c(-c3ccccc3Cl)n2)nc2ccccc21,4%,-16%,-20%
CS(=O)(=O)N1N=C(c2ccco2)CC1c1ccc(Cl)cc1 (centres undefined),4%,-9%,-19%
O=C(c1cccc(S(=O)(=O)N2CCCC2)c1)N1CCCC(C(F)(F)F)C1 (centres undefined),0%,-21%,-17%
Cc1cccc(Oc2ccc(NC(=O)CCC(=O)OCC(=O)c3ccc(Br)cc3)cc2)c1C,2%,13µM*,12µM*
COC(=O)c1ccc(Oc2ccc(C(C)(C)C)cc2)c([N+](=O)[O-])c1,-19%,u,u
CC(C)C(=O)Nc1ccc2c(c1)C(=O)N(CCC(=O)O)C2=O,-23%,-10%,29µM*
CC1CCN(Cc2cc(=O)oc3cc4c(cc23)CCCC4)CC1,-2%,u,u
Cn1c(Cn2c(=O)sc3ccccc32)nnc1SCC(=O)N1CCCC1,0%,-11%,-10%
COc1cc(-c2noc(C)c2C(=O)NCCc2c[nH]c3ccccc23)cc(OC)c1OC,-4%,u,u
O=C(NC1CCCCC1)C(=S)NCc1ccccc1,-19%,-9%,-1%
CCOC(=O)C1CCN(C(=O)c2ccco2)CC1,2%,2%,5%
COC(=O)c1ccc(CSc2nc3ccc(S(=O)(=O)N4CCOCC4)cc3[nH]2)cc1,-1%,-26%,u
CCN(CC)S(=O)(=O)c1ccc(C(=O)OCC(=O)NCCN2C(=O)CSC2=O)cc1,0%,-12%,20%
CCOc1ccc(NC(=O)CN(C)C(=O)c2n[nH]c(=O)c3ccccc23)cc1OCC,-5%,-13%,-11%
CC(C)(C)NS(=O)(=O)c1ccc(OCC(=O)Nc2ccc3c(c2)OCCO3)cc1,-3%,1%,1%
COc1ccccc1CNc1ccc(CNc2ncn[nH]2)cc1,12%,7%,-21%
CC1CCCC(C)N1CC(O)COc1ccc(Cl)cc1 (centres undefined),-6%,-5%,u
NC(=O)NOCc1ncc(C(F)(F)F)cc1Cl,-1%,8%,3%
COc1cccc2sc(N(CCCN(C)C)C(=O)C(c3ccccc3)c3ccccc3)nc12,-7%,21µM*,u

# Some entries already given, reduced to DT40 TDP1 CPT and KAT2A inh.
Structure,DT40 TDP1 CPT,KAT2A inh
CC(C)(C)NS(=O)(=O)c1ccc(OCC(=O)Nc2ccc3c(c2)OCCO3)cc1,1%,-3%
COc1ccccc1CNc1ccc(CNc2ncn[nH]2)cc1,7%,12%
CC1CCCC(C)N1CC(O)COc1ccc(Cl)cc1 (centres undefined),-5%,-6%

# Next records follow:
SMILES,KAT2A inh,DT40 TDP1 CPT,DT40 TDP1 no CPT
CS(=O)(=O)N(CC(=O)N1CCN(c2ccc(F)cc2)CC1)C1CCCCC1,4%,-20%,-11%
CCCNC(=O)CN1C(=O)CSc2ccc(S(=O)(=O)N3CCC(C)CC3)cc21,-6%,u,u
CN(Cc1ccccc1)c1ncnc2onc(-c3ccc(F)cc3)c12,4%,23µM*,18µM*
O=C(NCc1ccccn1)c1ccc(CNS(=O)(=O)c2cccc(Cl)c2)cc1,0%,-13%,-23%
Cn1c(C(=O)NCCCN2CCc3ccccc3C2)cc2c(=O)n(C)c3ccccc3c21,-9%,u,u
COc1ccc2nc3n(c(=O)c2c1)-c1ncccc1C(=O)NC3CC(C)C (centres undefined),x,14%,5%
CC(C)(C)c1ccc(OCCNC(=O)Cc2ccc(F)cc2)cc1,-1%,u,u
COC(=O)CSC(=S)N1CCCC(C)C1 (centres undefined),2%,1%,1%
CCOC(=O)c1nn(-c2ccc3c(c2)OCCO3)cc1O,2%,-1%,-14%
CCCCN(CCCC)CP(=O)(c1ccccc1)c1ccccc1,1%,16µM*,15µM*

# Molecules listed so far that contain a Cl atom, in the order listed:
SMILES,KAT2A inh,DT40 TDP1 CPT,DT40 TDP1 no CPT
Cn1c(CNC(=O)CSc2n[nH]c(-c3ccccc3Cl)n2)nc2ccccc21,4%,-16%,-20%
CS(=O)(=O)N1N=C(c2ccco2)CC1c1ccc(Cl)cc1 (centres undefined),4%,-9%,-19%
CC1CCCC(C)N1CC(O)COc1ccc(Cl)cc1 (centres undefined),-6%,-5%,u
NC(=O)NOCc1ncc(C(F)(F)F)cc1Cl,-1%,8%,3%
O=C(NCc1ccccn1)c1ccc(CNS(=O)(=O)c2cccc(Cl)c2)cc1,0%,-13%,-23%

# Continuation.
SMILES,KAT2A inh,DT40 TDP1 CPT,DT40 TDP1 no CPT
COCCn1c(C)cc(C(=O)CSc2ccc3ccccc3n2)c1C,-10%,u,u
Cc1cccc(NC(=O)CSc2nc3ccccc3nc2N2CCCCC2)c1,u,29µM*,u
COc1ccc2cc(OCC(=O)NNC(=O)Nc3ccc(OC)c(OC)c3)ccc2c1,-12%,-10%,-1%
Clc1cccc(CNc2ccn3nc(-c4cccc(OCc5ccccc5)c4)cc3n2)c1,x,u,u
COc1ccc(-c2ccnc3c(-c4ccc(F)cc4)c(C)nn23)cc1OC,-6%,-8%,u
O=S(=O)(c1ccc(OCC(O)CNCc2ccco2)c(Cl)c1)N1CCOCC1 (centres undefined),-3%,4%,-29%
Nc1c(C(=O)Nc2ccccc2)sc2nc(N3CCOCC3)c3c(c12)CCCC3,x,u,9.2µM*
Cc1cc(C)n(CCC(=O)N/N=C/c2ccc(Cl)c([N+](=O)[O-])c2)n1,-1%,8%,-16%
CCCN(CC(=O)Nc1ccccc1OC)C(=O)c1cc(S(=O)(=O)NCc2ccccc2)ccc1C,-26%,-29%,-27%
COc1ccc(NC(=O)CSc2nc(O)cc(=O)n2-c2ccc(OC)cc2)cc1,-16%,6%,-9%
Cc1nnc(SCc2nc3ccccc3s2)n1-c1ccccc1,1%,u,-24%
CCn1c(/N=C/c2ccccc2NS(=O)(=O)c2ccc(C)cc2)nc2ccccc21,-4%,29µM*,u
CCCOc1ccc(C(=O)CCC(=O)OC(C)C(=O)Nc2ccc(NC(C)=O)cc2)cc1 (centres undefined),1%,12%,-10%
CCn1c(C)c(C)c2cc(C(=O)NCCCN3CCCCCC3)ccc21,0%,u,-30%
O=C1C=C(Nc2ccc(Cl)cc2)CC(c2ccc(Cl)cc2)C1 (centres undefined),-4%,u,u
Cc1nc(N)ncc1CCC1OCCO1,x,2%,-12%
COc1cccc(C2C(C(=O)c3cccs3)=C(O)C(=O)N2c2cc(C)on2)c1 (centres undefined),-5%,-21%,-9%
COc1ccc(NC(=O)c2ccco2)cc1NC(=O)COc1ccc(Cl)cc1C,1%,10µM*,9.2µM*
COc1ccc(-c2cn3cccnc3n2)cc1NC(=O)c1ccc(Br)o1,18%,16µM*,u
Cc1cc(C)cc(CC(CC(=O)Nc2ccc(Cl)cc2)C(=O)O)c1 (centres undefined),2%,-5%,6%

# Among those listed so far, 3 have a tert-butyl group:
SMILES,KAT2A inh,DT40 TDP1 CPT,DT40 TDP1 no CPT
COC(=O)c1ccc(Oc2ccc(C(C)(C)C)cc2)c([N+](=O)[O-])c1,-19%,u,u
CC(C)(C)NS(=O)(=O)c1ccc(OCC(=O)Nc2ccc3c(c2)OCCO3)cc1,-3%,1%,1%
CC(C)(C)c1ccc(OCCNC(=O)Cc2ccc(F)cc2)cc1,-1%,u,u

# More results
SMILES,KAT2A inh,DT40 TDP1 CPT,DT40 TDP1 no CPT
Cc1ccc(-c2c[n+](CC(=O)Nc3cc(=O)n(C)c(=O)n3C)c3n2CCC3)cc1,-1%,u,15µM*
CCn1c(N)c(C(=O)NCC2CCCO2)sc1=S (centres undefined),-29%,u,u
CCC/C=N/NC(=O)C1COc2ccccc2O1 (centres undefined),-6%,9%,5%
COc1ccc(CCNC(=O)CCc2ccsc2)cc1OC,0%,6%,-8%
CCOc1ccc(-c2nnc(SCC(=O)Nc3ccc4c(c3)c3ccccc3n4CC)n2N)cc1,-10%,u,u
O=C(NNC(=O)c1sccc1-n1cccc1)c1cccs1,-6%,-1%,0%
c1ccc(-n2cnc3cc(NCc4ccccn4)ccc32)cc1,1%,-12%,u
O=C(N/N=C/c1cccc([N+](=O)[O-])c1)c1c[nH]c2ccccc12,-1%,-16%,u
Cc1nn(-c2ccccc2)c(N2CCCCC2)c1/C=N/NC(=O)c1ccncc1,-27%,13µM*,23µM*
COc1ccc(N2CCN(C(=O)c3nc(-c4ccc(Cl)cc4)n4c3CCCCC4)CC2)cc1,-5%,u,21µM*
Cc1cc2[nH]c(=O)c(=O)[nH]c2cc1S(=O)(=O)Nc1ccc(OC(F)(F)F)cc1,-13%,-1%,21%
Cn1c(CCN2CCCCC2)nc2cc(NS(=O)(=O)c3ccc(Cl)cc3)ccc21,-4%,u,u
COc1ccc(C2CC(=O)OC3=C2C(=O)CC(C)(C)C3)c(OC)c1 (centres undefined),-1%,-26%,-7%
CCOc1ccc(CC(=O)N/N=C/c2sccc2C)cc1,-9%,-4%,-1%
COc1ccc(-c2nnc(SCC(=O)N3CCCCC3)o2)cc1OC,-3%,-9%,-24%
CC(=O)c1cccc(CN2CCC(CO)(Cc3ccccc3)CC2)c1,-15%,u,-4%
COCCNc1nc(-c2cc(-c3ccc(Cl)cc3)on2)cc(C(C)C)n1,-2%,-21%,u
Cc1ccccc1NC(=O)C1CCCN(S(=O)(=O)c2c(C)noc2C)C1 (centres undefined),1%,-21%,-4%
NC(=O)COC(=O)c1ccccc1OCc1ccc(Cl)cc1,1%,10%,-12%
COC(=O)CSc1nnc(CNS(=O)(=O)c2ccc(C)cc2)n1C,-1%,-4%,-22%
CC(O)C(NC(=O)OCc1ccccc1)C(=O)NCC(=O)NCC(=O)OCc1ccccc1 (centres undefined),x,-25%,-26%
COc1ccc(NC(=O)CN(c2cc(C)cc(C)c2)S(=O)(=O)c2c(C)noc2C)cc1Cl,-7%,u,23µM*
CCOc1ccc(CN(C)CC(=O)NCc2ccccc2Cl)cc1,-4%,u,u
CC(=O)Nc1ccc(-c2nc3cc(Cl)ccc3o2)cc1,-26%,-19%,-19%
O=C(C1CC(=O)N(c2ccccc2F)C1)N1CCOCC1 (centres undefined),2%,21%,-8%
CCc1cc(C(=O)c2ccc(OC)cc2)c(NC(=O)CN2CCN(C)CC2)s1,-1%,u,u
CC(C)Sc1ncc(S(=O)(=O)c2ccccc2)c(=O)[nH]1,-3%,7%,-7%
CCOP1(=O)OCC2OC(n3cnc4c(N)ncnc43)C(O)C2O1 (centres undefined),-15%,16%,-4%
O=C(NN1C(=O)C2C(C1=O)C1C=CC2C12CC2)c1ccc(Cl)cc1 (centres undefined),-17%,7%,2%
COc1ccc(C(=NN)c2ccc(OC)cc2)cc1,x,5%,-24%
COc1ccc(N2CC(NC(=O)c3ccc4c(c3)OCO4)CC2=O)cc1 (centres undefined),-9%,-24%,-20%
C/C(=N\S(=O)(=O)c1ccc(C)cc1)NC(=S)Nc1ccc(C)cc1,-11%,-5%,18%
CN(CC(=O)N1CCN(c2ccccc2)CC1)C1CCCc2ccccc21 (centres undefined),-5%,-6%,u
CC1CN(CCc2ccccc2)c2nc3c(c(=O)n(CC(N)=O)c(=O)n3C)n2C1 (centres undefined),-4%,u,18%
CCNC(=O)C1CC(=O)N(CCCc2ccccc2)C(=Nc2ccccc2)S1 (centres undefined),-1%,u,-26%
Cc1ccc(OCC(=O)NNC(=O)c2ccc(-n3cncn3)c([N+](=O)[O-])c2)cc1,-4%,-8%,u
Cc1cc(C)c(CSc2nnc(C)n3c2cc2occc23)c(C)c1,-7%,18µM*,21µM*
CC(CCCC(C)(C)O)NC(=O)c1ccc2oc(CCc3ccccc3)nc2c1 (centres undefined),-1%,u,u
CCCCn1c(N)c(N(C(=O)CSc2nnnn2-c2ccccc2)C2CCCC2)c(=O)[nH]c1=O,0%,4%,2%
N#C/C(=C\c1ccc(OCc2ccc(C(=O)O)cc2)cc1)C(=O)NCc1ccccc1,-4%,-13%,u
CCc1nc2ccc(C(=O)NCCOc3ccc(OC)cc3)cn2c1N(C)C(=O)C1CCCCC1,x,u,21µM*
Cc1ccc(C)c(S(=O)(=O)N2CCN(C(=O)c3cccnc3)CC2)c1,0%,-5%,2%
O=C(Cn1cnnn1)NCCc1ccc(Cl)cc1Cl,-6%,6%,-20%
Cc1cc2nc(-c3cccc(Cl)c3)c(Cc3cccc(Cl)c3)n2c(C)c1Br,x,-3%,-2%
Cc1ccc(OCC(=O)NC2CCS(=O)(=O)C2)cc1 (centres undefined),-8%,2%,-8%
CCCS(=O)(=O)NC(=O)C1(C)CCCN(C(=O)c2ccccc2C(F)(F)F)C1 (centres undefined),x,-19%,1%
O=C(Oc1ccc2c(c1)OCO2)c1cccs1,1%,-28%,-16%

# Laid out differently: entries from further up
SMILES | KAT2A inh | DT40 TDP1 CPT | DT40 TDP1 no CPT
Cc1cc2nc(-c3cccc(Cl)c3)c(Cc3cccc(Cl)c3)n2c(C)c1Br | x | -3% | -2%
Cc1ccc(OCC(=O)NC2CCS(=O)(=O)C2)cc1 (centres undefined) | -8% | 2% | -8%

# These rows are one share of the data; count on the stated rates, not on these rows.
